Bioassay records deposited in PubChem BioAssay by several laboratories.
LYP phosphatase = inhibitors of LYP phosphatase, biochemical, fluorescence intensity, uHTS (AID 1779); Tyrosine-protein phosphatase non-receptor type 22 (Homo sapiens); recombinant LYP phosphatase, fluorescence intensity; higher % means a stronger effect; inhibition, % at 11.5 µM; hits with a dose series show IC50 in µM; actives 0.054% (n = 290,000);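 note: plate controls were vehicle with enzyme for no effect and no enzyme for full effect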
CSM14.1 death rescue = rescue of cells from ER stress-induced death, primary screen, 384-well, CSM14.1, thapsigargin, ATP luminescence (AID 1222); CSM14.1 thapsigargin-induced death rescue, ATP luminescence; higher % means a stronger effect; one-dose cellular ATP content (survival), % at 20 µM; EC50 in µM for titrated hits; 190,000 tested, under 10 active;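 active = EC50 below 50 µM in the dose-response confirmation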;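 note: death triggered by thapsigargin at about 15 µM added after 2 h compound pretreatment; cell ATP read after overnight thapsigargin exposure of roughly 18 to 22 hours; normalized against plate controls of thapsigargin alone and 5% DMSO vehicle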
human PMI inhibition = inhibitors of human PMI, primary screen, biochemical, fluorescence intensity, coupled assay (AID 1209); Mannose-6-phosphate isomerase (Homo sapiens); purified PMI enzyme, coupled fluorescence intensity; higher % means a stronger effect; inhibition, % at 20 µM, or IC50 in µM where a hit was titrated; actives 0.42% (n = 190,000);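 note: plate controls were DMSO vehicle for no effect and wells lacking substrate for full effect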
P. falciparum M1AAP = P. falciparum M1AAP inhibitors, biochemical, fluorogenic H-Leu-NHMec substrate, 1536-well (AID 1445); Aminopeptidase N (Plasmodium falciparum (isolate 3D7)); recombinant M1AAP, H-Leu-NHMec fluorogenic kinetic assay; higher % means a stronger effect; inhibition, % at 30 µM; hits with a dose series show IC50 in µM; actives 0.42% (n = 220,000);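 active = primary inhibition above the hit cutoff, then over 50% inhibition at one or more dose response concentrations, cut at about 23% in these data, passing the limit was not always enough; inconclusive = conflicting primary data, or primary hits not chosen for dose response; inactive = low primary inhibition, or under 50% at every dose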;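 note: plate controls were DMSO full reaction for no effect and no enzyme background for full effect; strong numbers were not always called active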
XIAP displacement = XIAP antagonists, biochemical, IAP family, fluorescence polarization (AID 1018). E3 ubiquitin-protein ligase XIAP (Homo sapiens). XIAP BIR domain, fluorescence polarization peptide displacement; higher % means a stronger effect. displacement, % at 20 µM, or IC50 in µM where a hit was titrated. actives 0.007% (n = 200,000); in the data active = displacement above about 50%; note: a part of the inactive calls stands beside numbers as strong as those of hits
P. falciparum M17LAP = P. falciparum M17LAP inhibitors, primary screen, biochemical, fluorogenic H-Leu-NHMec substrate, 1536-well (AID 1619); Leucine aminopeptidase (Plasmodium falciparum (isolate 3D7)); actives 0.38% (n = 220,000); inhibition, % at 30 µM, or IC50 in µM where a hit was titrated; recombinant M17LAP, H-Leu-NHMec fluorogenic kinetic assay; higher % means a stronger effect;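 active = compound inhibiting the enzyme by more than half at any dose during confirmatory dose-response retesting; inconclusive = strong single-dose inhibitors picked by rank but not retested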;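 note: plate controls were full reaction with DMSO carrier for no effect and no enzyme background for full effect; strong numbers were not always called active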
TNAP activation fold = human TNAP enzyme activators, primary screen, biochemical, luminescent, no phosphate acceptor, uHTS (AID 1001); Alkaline phosphatase, tissue-nonspecific isozyme (Homo sapiens); purified TNAP, luminescent activation assay, no phosphate acceptor; higher activation fold means a stronger effect; activation fold at 20 µM; hits with a dose series show EC50 in µM; actives 0.03% (n = 200,000); in the data active = activation fold from about 3, or a potency from the dose series; inactive = the rest, 99 in 100 with activation fold below about 1.6; note: many of its hits are not listed in these tables
human PMI inhibitors = human PMI inhibitors, high substrate, primary screen, biochemical, fluorescence intensity, high mannose 6-phosphate (AID 1220); Mannose-6-phosphate isomerase (Homo sapiens); recombinant PMI enzyme, coupled fluorescence intensity; higher % means a stronger effect; inhibition, % at 20 µM, or IC50 in µM where a hit was titrated; actives 0.66% (n = 190,000)
Myeloid diff 2 = induction of myeloid progenitor differentiation, primary screen, cell-based, flow cytometry, MLPCN library | calls only at 10 µM | AID 624256, 2012 | ER-HoxA9 myeloid progenitors, lysozyme-GFP differentiation | actives 1% (n = 360,000);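 active = normalized GFP-positive differentiation at or above the plate's own cutoff, the solvent-only control mean plus 3 SD; inconclusive = no clear call, values can overlap the other calls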;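 note: cells exposed to compound for four days before flow analysis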
Myeloid diff 2 GFP+ MAC1+ % = also measured in Myeloid diff 2; calls as there; GFP+ MAC1+ double positive, %; measured here: differentiation confirmed by MAC1 staining
An asterisk follows results filed as active; i = inactive; u = inconclusive; x = not tested or not shown. Cut-off read from the data, not from the text of the source, unless noted: active = inhibition above about 50%; inactive = the rest.

SMILES | LYP phosphatase | CSM14.1 death rescue | human PMI inhibition | P. falciparum M1AAP | XIAP displacement | P. falciparum M17LAP | TNAP activation fold | human PMI inhibitors | Myeloid diff 2 | Myeloid diff 2 GFP+ MAC1+ %
CCOCCCNCC(=O)NC1(C)C2CCC(C2)C1(C)C (stereo not drawn) | -8% | -0.7% | -2% | -2% | -5.3% | -14% | 1.3 | 3% | i | 1.1
CCc1nnc(NC(=O)/C=C/c2ccco2)s1 | -1% | 1.0% | 0% | 4% | -3.7% | 2% | 1.1 | 6% | i | 0.2
COc1cc(OC)c(N2CC34C=CC(O3)C(C(=O)O)C4C2=O)cc1Cl (stereo not drawn) | -4% | -1.8% | 10% | 1% | -3.2% | 32% | 1.1 | 11% | i | 0.7
CC(=O)c1ccc(NC(=O)CCNS(=O)(=O)c2cccc3nonc23)cc1 | 2% | 3.4% | -2% | 1% | -4.4% | -3% | 1.1 | 0% | i | 0.6
CCc1ccc(-c2nc(CN3CCC(C(=O)NCCc4ccc(OC)c(OC)c4)CC3)c(C)o2)cc1 | -10% | 0.1% | 1% | 4% | -1.7% | 2% | 1.4 | 2% | i | 0.7
COc1cccc(NC2C=CS(=O)(=O)C2)c1 (stereo not drawn) | -3% | -0.2% | 9% | 10% | -7.8% | 13% | 1.1 | 31% | i | 0.4
CCC(=O)NC(C)C(c1cccs1)N1CCN(Cc2ccccc2)CC1 (stereo not drawn) | 0% | x | 7% | 0% | -1.6% | 9% | 1.1 | 8% | u | x
O=C(Nc1ccccc1)Nc1ccc(Oc2cccnc2)nc1 | -6% | x | x | 3% | x | -9% | x | x | i | 0.5
CC(=O)c1c(C)[nH]c(C(=O)CSc2nnc(-c3ccco3)n2Cc2ccccc2)c1C | 1% | 3.1% | -16% | -2% | -2.8% | 7% | 1.1 | -7% | i | 0.7
COc1ccc(NC(=O)C(CCSC)NC(N)=O)cc1NS(=O)(=O)c1ccc(F)cc1 (stereo not drawn) | 3% | 1.4% | 10% | 6% | -4.9% | -15% | 1.1 | 13% | i | 0.5
CCOC1(C(F)(F)F)NC(=O)N(Cc2ccc(OC)cc2)C1=O (stereo not drawn) | 2% | -0.6% | 0% | 6% | -1.2% | 5% | 1.1 | -1% | i | 0.6
O=C(c1cc2n(n1)C(C(F)(F)F)CC(c1ccc(F)cc1)N2)N1CCCC1 (stereo not drawn) | 4% | 3.4% | -3% | -5% | -3.4% | 1% | 0.9 | -1% | i | 1.5
C[C@@H]1CN(c2c(F)c(N)c3c(=O)c(C(=O)O)cn(C4CC4)c3c2F)C[C@H](C)N1 | -4% | 0.5% | 26% | 3% | -3.6% | -4% | 1.1 | 43% | x | x
C/C(N)=C(/C#N)C(=O)CSc1nc2ccccc2[nH]1 | -6% | -3.5% | 0% | 1% | 1.6% | -11% | 1 | -2% | i | 9.1
CCn1cc(C(=O)NCCCN2CCCC2)c(=O)c2cc(S(=O)(=O)N3CCc4ccccc4C3)ccc21 | -5% | 0.3% | 4% | 4% | -16% | 17% | 1 | 12% | i | 0.1
COc1ccccc1NC(=O)CC(NCc1ccccc1)C(=O)O (stereo not drawn) | -8% | -1.5% | -9% | -1% | -0.7% | 8% | 1.1 | -10% | i | 0.2
CCC(C)NC(=S)NNC(=O)c1ccncc1 (stereo not drawn) | -6% | -1.7% | -14% | 3% | -9.0% | 1% | 1 | -17% | i | 0.3
C/C(=N\N(Cc1ccccc1)c1ccccc1)c1ccncc1 | 2% | -1.2% | -48% | 1% | -7.4% | -2% | 0.8 | -51% | i | 0.1
Cc1cc(-n2c(SCc3ccccc3F)nc3n[nH]c(C)c3c2=N)ccc1Cl | 6% | -5.9% | 13% | 3% | -16% | -1% | 1.6 | 3% | i | 0.1
Cc1ccc(OCc2nnc(N)s2)cc1C | -8% | x | x | 4% | x | -5% | x | x | i | 0.2

7 consecutive entries out of the list so far, for reference:
SMILES | LYP phosphatase | CSM14.1 death rescue | human PMI inhibition | P. falciparum M1AAP | XIAP displacement | P. falciparum M17LAP | TNAP activation fold | human PMI inhibitors | Myeloid diff 2 | Myeloid diff 2 GFP+ MAC1+ %
C/C(N)=C(/C#N)C(=O)CSc1nc2ccccc2[nH]1 | -6% | -3.5% | 0% | 1% | 1.6% | -11% | 1 | -2% | i | 9.1
CCn1cc(C(=O)NCCCN2CCCC2)c(=O)c2cc(S(=O)(=O)N3CCc4ccccc4C3)ccc21 | -5% | 0.3% | 4% | 4% | -16% | 17% | 1 | 12% | i | 0.1
COc1ccccc1NC(=O)CC(NCc1ccccc1)C(=O)O (stereo not drawn) | -8% | -1.5% | -9% | -1% | -0.7% | 8% | 1.1 | -10% | i | 0.2
CCC(C)NC(=S)NNC(=O)c1ccncc1 (stereo not drawn) | -6% | -1.7% | -14% | 3% | -9.0% | 1% | 1 | -17% | i | 0.3
C/C(=N\N(Cc1ccccc1)c1ccccc1)c1ccncc1 | 2% | -1.2% | -48% | 1% | -7.4% | -2% | 0.8 | -51% | i | 0.1
Cc1cc(-n2c(SCc3ccccc3F)nc3n[nH]c(C)c3c2=N)ccc1Cl | 6% | -5.9% | 13% | 3% | -16% | -1% | 1.6 | 3% | i | 0.1
Cc1ccc(OCc2nnc(N)s2)cc1C | -8% | x | x | 4% | x | -5% | x | x | i | 0.2

Next section.
SMILES | LYP phosphatase | CSM14.1 death rescue | human PMI inhibition | P. falciparum M1AAP | XIAP displacement | P. falciparum M17LAP | TNAP activation fold | human PMI inhibitors | Myeloid diff 2 | Myeloid diff 2 GFP+ MAC1+ %
COc1ccc(C(=O)N2CCN(C(=O)c3ccco3)CC2)cc1OC | 6% | x | 10% | -5% | -15% | 9% | 1.1 | 14% | i | 7.3
OCC1(CCOc2ccccc2)CCN(Cc2cccn2-c2ncccn2)CC1 | -1% | -0.3% | 7% | -2% | -3.9% | -2% | 1.1 | 5% | i | 0.6
CN(C)c1ccc(N2C(=O)CC(Nc3ccc(N4CCOCC4)cc3)C2=O)cc1 (stereo not drawn) | 3% | -2.1% | 7% | 8% | -3.9% | 6% | 1.1 | 9% | i | 0.9
CCCCOc1ccc(C(=O)Nn2c(-c3cccs3)nc3ccccc3c2=O)cc1 | -19% | -6.3% | -2% | 16% | -7.2% | -23% | 1.1 | 7% | i | 0.2
COc1ccc(CN2CCNC(=O)C2CC(=O)NCCSc2nccn2C)cc1OC (stereo not drawn) | -9% | -0.2% | 12% | 1% | -0.7% | -2% | 1.1 | 21% | i | 0.0
Cc1ccccc1OCC(=O)Nc1cccc(N(C)S(C)(=O)=O)c1 | -5% | -2.7% | 14% | -4% | -5.0% | -2% | 1.1 | 10% | i | 2.1
CCN1CCN(c2cc(C(C)C)nc3c(-c4ccccc4)c(C)nn23)CC1 | -4% | x | x | 6% | x | -1% | x | x | i | 0.8
CCCc1nnc(NC(=O)Nc2ccc(OC)cc2)s1 | -4% | 0.1% | -12% | 0% | -2.5% | 4% | 1.1 | -4% | i | 0.4
COc1cc2c(c(O)c1OC)-c1c(cc(OC)c(OC)c1OC)C[C@@H](C)[C@@H](C)C2 | -7% | x | x | -9% | x | -5% | x | x | i | 2.2
CCC(C)NC(=O)CO/N=C/c1ccc(C(=O)OC)cc1 (stereo not drawn) | -5% | -1.5% | 1% | 0% | -1.3% | -1% | 1.1 | 24% | i | 1.2
O=C(CCC1CCCC1)NCc1ccccn1 | -8% | -1.0% | -5% | 4% | 0.8% | 7% | 1.1 | 12% | i | 0.3
COc1ccc(S(=O)(=O)N2CCCCC2)cc1C(C)C | -5% | 0.4% | 10% | 0% | -2.8% | 10% | 1.1 | 10% | i | 1.9
CCc1nn(-c2ccccc2)c(N)c1C#N | -6% | 1.4% | 8% | 2% | 2.8% | -14% | 1.1 | 5% | i | 0.2
O=C(Cc1ccc(Cl)c(Cl)c1)Nc1ccc2[nH]c(=O)[nH]c2c1 | -6% | -0.7% | 0% | 10% | -4.8% | -2% | 1.1 | 5% | i | 0.3
Cc1ccc(CNC(=O)c2ccc(COc3ccccc3)cc2)cc1 | -1% | -0.7% | -4% | 3% | -2.9% | 5% | 1.1 | -2% | i | 1.0
CNS(=O)(=O)c1cc(N)ccc1C | 2% | 2.6% | -3% | 2% | -4.2% | -1% | 1 | 3% | i | 0.5
O=C(NCCC1=CCCCC1)C(=O)NCc1ccccc1 | -1% | -2.7% | 8% | 7% | -5.3% | 0% | 1.3 | 2% | i | 0.3
CCOc1cc(-c2nc3ccccc3s2)ccc1O | -13% | x | x | 2% | x | -7% | x | x | i | 0.7
N#CC1=C(N)Oc2cc(N)ccc2C1C1CC=CCC1 (stereo not drawn) | -8% | -2.9% | 19% | 8% | -3.0% | -1% | 1 | 37% | i | 2.2
COC(=O)C1=C(N)N(c2ccccc2C(F)(F)F)C2=C(C(=O)CCC2)C1c1ccc2c(c1)OCO2 (stereo not drawn) | -2% | 0.7% | 0% | 3% | -6.4% | -1% | 1.1 | 8% | x | x
CCOC(=O)c1[nH]c2cc3c(cc2c1NC(=O)CN1CCCC1)OCO3 | -2% | x | x | 2% | x | -7% | x | x | i | 0.4
COc1cccc(CNC(=O)c2cc(COc3c(F)cccc3F)on2)c1 | -4% | 3.0% | 12% | 6% | 3.9% | -6% | 1.1 | 8% | i | 0.6
CCOC(=O)c1cc(-c2ccc(OC(F)F)cc2)nc2c1c(=O)[nH]c(=O)n2C | -9% | -1.1% | 10% | 6% | -14% | 6% | 1.1 | 14% | i | 0.2
COCCCn1cnnc1SCC(=O)Nc1ccc(S(=O)(=O)N2CCCC2)cc1 | -8% | -0.5% | 4% | 5% | -3.5% | -7% | 1.1 | -6% | i | 1.0
CCN(CC)c1ccc(/C=N/OC(C)C(=O)Nc2ccc(C)cc2)cc1 (stereo not drawn) | 0% | -2.1% | 10% | 2% | -3.0% | 1% | 1.2 | 6% | i | 0.8
CCOC(=O)C1CCN(C(=O)/C=C/c2ccc(OC)cc2)CC1 | -1% | -0.1% | 2% | 5% | -2.8% | 1% | 1 | 1% | i | 3.0
c1cn(-c2ncnc3sc4c(c23)CCCC4)cn1 | -1% | -0.3% | 9% | 10% | -13% | -16% | 1 | 11% | i | 0.0
COc1ccc(-c2nnc3n2N=C(c2cccc(Br)c2)CS3)cc1OC | -2% | 3.0% | 7% | 0% | -14% | 14% | 1 | 4% | x | x
CCOC(=O)C(NC(=O)CC(C)C)(Nc1cc(C)on1)C(F)(F)F (stereo not drawn) | -7% | 3.6% | 0% | 10% | -6.9% | 15% | 1.1 | -3% | i | 1.5
